# RGS4 block: inhibitors of human RGS4; P49798; HEK293 M3R/RGS4 inducible, Fluo-4 calcium flux; stronger effect = higher value; triggered by carbachol at its EC20; B-score at 10 µM; 310,000 compounds, 0.45% hits;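 active = B-score, a plate-corrected calcium signal, over three deviations above library mean, with baseline fluorescence within five deviations of library mean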;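 also: RGS4 expression induced by doxycycline in cells with stable M3 receptor; B-score is computed from the integrated fluorescence ratio over baseline after carbachol; higher B-score means a larger calcium signal and so more RGS4 inhibition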
# Target sequence (P49798 whole entry, looked up): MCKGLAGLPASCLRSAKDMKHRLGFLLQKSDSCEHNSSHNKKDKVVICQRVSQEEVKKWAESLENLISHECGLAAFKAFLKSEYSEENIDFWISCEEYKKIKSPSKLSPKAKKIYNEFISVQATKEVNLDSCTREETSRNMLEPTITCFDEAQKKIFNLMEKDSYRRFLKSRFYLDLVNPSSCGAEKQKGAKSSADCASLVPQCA
# MrgX1 allo act: human MrgX1 positive allosteric modulation, primary screen | Q96LB2 | MrgX1-HEK293, Fluo-4 calcium flux, FDSS; stronger effect = higher value | B-score at 10 µM | 310,000 compounds, 0.63% hits | AID 588675;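 active = plate-corrected calcium response at least 3 library SD above typical, normal starting fluorescence, not activating the receptor alone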;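 also: compound read alongside a low EC10 to EC30 dose of BAM8-22 agonist; peak minus trough fluorescence over baseline measured at the second addition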
# Target sequence (Q96LB2 whole entry, looked up): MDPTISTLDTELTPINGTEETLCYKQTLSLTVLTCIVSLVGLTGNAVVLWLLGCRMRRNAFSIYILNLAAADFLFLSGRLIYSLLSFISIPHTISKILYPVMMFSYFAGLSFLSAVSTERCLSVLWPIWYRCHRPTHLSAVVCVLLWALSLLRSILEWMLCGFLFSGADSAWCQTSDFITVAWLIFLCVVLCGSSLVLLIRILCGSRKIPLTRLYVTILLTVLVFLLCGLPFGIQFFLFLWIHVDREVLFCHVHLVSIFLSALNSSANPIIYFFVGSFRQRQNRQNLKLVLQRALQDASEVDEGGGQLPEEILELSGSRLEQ
# KCNQ1 act: potentiates or activates the human KCNQ1 potassium channel | P51787 | CHO-K1 KCNQ1, thallium flux FluxOR fluorescence; stronger effect = higher value | B-score at 10 µM | 310,000 compounds, 0.35% hits;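 active = fluorescence ratio B-score, a plate-corrected score, at least three library SD, with initial intensity B-score within 5 SD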
#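 Assay system: CHO-K1 cells stably expressing KCNQ1. Medium: assay buffer for compound exposure, DMSO matched across wells. Timing: 37 °C overnight plating, 90-min dark dye load, 20-min compound pretreatment. Signal: kinetic FluxOR fluorescence, 10 s baseline plus 110 s post-stimulus.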
# TMEM16A act: activators or potentiators of mouse TMEM16A chloride channel; Q8BHY3; HEK293 TMEM16A/YFP-H148Q/I152L, iodide quench fluorescence; stronger effect = lower value; B-score at 10 µM; 340,000 compounds, 0.3% hits;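 active = fluorescence-ratio B-score plate-corrected deviation score at least 3 library SD below zero, with starting fluorescence score within 5 deviations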;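 also: channel opened by trigger with iodide after compound preincubation; score built on the fluorescence ratio of max minus min over baseline; more negative score means more quench and so TMEM16A activation or potentiation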
# RGS4 act: potentiators or activators of RGS4; HEK293 M3R/inducible RGS4, carbachol calcium flux Fluo4; stronger effect = lower value; B-score at 10 µM; 310,000 compounds, 0.92% hits;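 active = B-score of the integrated calcium signal more than 4 SD below the library mean, with starting fluorescence not abnormally high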;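 also: negative B-score means reduced calcium response which marks RGS4 activation or potentiation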
#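 System – HEK293 FlpIn-TREx cells, stable M3R, doxycycline-inducible RGS4 · Reagent – ECmax carbachol challenge · Times – compound preincubation 20 min at room temperature before agonist · Technique – Fluo4 fluorescence kinetic imaging of calcium · Measure – B score of integrated Fluo4 ratio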
# TMEM16A inh: mouse TMEM16A channel inhibition, primary screen; Q8BHY3; HEK293 TMEM16A/YFP iodide influx fluorescence, ionomycin; normalized B-score (activity score, 25-100; higher = stronger inhibition) at 10 µM; 310,000 compounds, 1.2% hits;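 active = ratio plate-corrected score three or more library SD toward inhibition, starting fluorescence score within five deviations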;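 also: score derived from kinetic fluorescence span divided by baseline fluorescence per well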
# KCNK3 inh: human KCNK3 channel inhibition, primary screen; 340,000 compounds, 0.84% hits; CHO-KCNK3 thallium flux, FluxOR fluorescence; stronger effect = lower value; B-score at 10 µM;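 active = B-score under library mean minus 4 SD, starting fluorescence ratio at most library mean plus 5 SD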;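 also: more negative B-score means stronger inhibition of thallium flux through KCNK3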
# Target sequence (O14649 whole entry, looked up): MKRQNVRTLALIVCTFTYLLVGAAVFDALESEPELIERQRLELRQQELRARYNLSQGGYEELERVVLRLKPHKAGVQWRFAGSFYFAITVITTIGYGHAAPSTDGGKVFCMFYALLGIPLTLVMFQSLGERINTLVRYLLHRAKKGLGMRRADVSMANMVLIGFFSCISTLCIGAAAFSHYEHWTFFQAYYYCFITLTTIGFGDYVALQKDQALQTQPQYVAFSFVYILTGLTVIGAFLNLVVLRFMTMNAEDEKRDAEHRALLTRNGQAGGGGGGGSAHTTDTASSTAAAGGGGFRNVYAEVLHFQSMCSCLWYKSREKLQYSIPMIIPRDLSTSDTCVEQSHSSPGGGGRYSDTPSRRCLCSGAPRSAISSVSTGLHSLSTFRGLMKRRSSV
# hERG protect: compounds protecting human hERG from proarrhythmic drug block | 310,000 compounds, 0.51% hits | CHO-hERG, FluxOR thallium flux, dofetilide IC70 present | Q12809 | activation (rescue from dofetilide block), less the hit threshold, % at 10 µM;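 active = activation above the mean of controls blocked by dofetilide plus 5 SD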;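 also: thallium influx through hERG after potassium depolarization seen as dye fluorescence rise; in these data hits start at about 4.7%; inactives centre near -7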
# MrgX1 agonist: human MrgX1 receptor agonism, primary screen | B-score at 10 µM | 310,000 compounds, 0.44% hits | MrgX1-HEK293 cells, Fluo-4 calcium fluorescence, agonist mode; stronger effect = higher value | AID 588627 | Q96LB2;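 active = calcium response B-score plate-corrected fluorescence ratio at least 3 library SD, with starting fluorescence B-score inside 5 SD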
#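 Material: MrgX1-expressing HEK293 cells; input: 15,000 cells per well; doses: test compound given as first of three sequential additions; schedule: overnight plating before 1 h dye loading; technique: Fluo-4 NW calcium-flux fluorescence, kinetic read; evaluation: baseline-normalised fluorescence change ratio, B-scored; control set: plate-wise positive and negative controls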
# KCNK9 block: blocks the human KCNK9 two-pore domain potassium channel. Q9NPC2. HEK293 KCNK9, FluxOR thallium flux fluorescence; stronger effect = lower value. B-score at 10 µM. 310,000 compounds, 1.2% hits. AID 488922;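 active = ratio B-score over 3 SD below the library mean, with starting fluorescence within 5 SD of its mean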;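 also: negative B-score means less thallium flux so channel inhibition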
# KCNQ1 inh: inhibitors of human KCNQ1 potassium channel. CHO-K1 KCNQ1, FluxOR thallium flux fluorescence; stronger effect = higher value. B-score at 10 µM. AID 2642. 310,000 compounds, 1.3% hits;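 active = compounds whose thallium flux B-score, printed positive for inhibition, exceeds three library SD while starting fluorescence stays within three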;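 also: channel opened by potassium depolarization with thallium stimulus after 20 min compound exposure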
# An asterisk follows results filed as active; i = inactive; x = no result given. The list is partial (hit frequency here may not be typical).
# A first look (7 entries):
SMILES,RGS4 block,MrgX1 allo act,KCNQ1 act,TMEM16A act,RGS4 act,TMEM16A inh,KCNK3 inh,hERG protect,MrgX1 agonist,KCNK9 block,KCNQ1 inh
CC1CCSP(=O)(Oc2ccccc2)O1 (centres undefined),i,i,i,i,i,i,i,-3,i,i,i
O=C(COC(=O)Cc1ccccc1)Nc1cc(S(=O)(=O)N2CCOCC2)ccc1N1CCCC1,i,i,i,i,i,i,i,0,i,i,i
CN1CCc2cc3c(c4c2C1Cc1ccccc1-4)OCO3 (centres undefined),i,i,i,i,-7.8*,i,i,-11,i,i,i
C[C@H]1[C@H](OC(=O)CCC(=O)NCc2ccc(C(=O)O)cc2)O[C@@H]2O[C@@]3(C)CC[C@H]4[C@H](C)CC[C@@H]1C24OO3,i,i,i,i,i,i,i,-6,i,i,i
C#CCN(C)[C@H](C)Cc1ccccc1,i,i,i,i,i,i,i,-4,i,i,i
N#Cc1cc(F)c(N2CCNCC2)cc1Cl,i,i,i,i,i,i,i,-5,i,i,i
CN1CCN(c2ccc([N+](=O)[O-])c(N)c2)CC1,i,i,i,i,i,i,i,-3,i,i,i

# Results, from the start:
SMILES,RGS4 block,MrgX1 allo act,KCNQ1 act,TMEM16A act,RGS4 act,TMEM16A inh,KCNK3 inh,hERG protect,MrgX1 agonist,KCNK9 block,KCNQ1 inh
CC1CCSP(=O)(Oc2ccccc2)O1 (centres undefined),i,i,i,i,i,i,i,-3,i,i,i
O=C(COC(=O)Cc1ccccc1)Nc1cc(S(=O)(=O)N2CCOCC2)ccc1N1CCCC1,i,i,i,i,i,i,i,0,i,i,i
CN1CCc2cc3c(c4c2C1Cc1ccccc1-4)OCO3 (centres undefined),i,i,i,i,-7.8*,i,i,-11,i,i,i
C[C@H]1[C@H](OC(=O)CCC(=O)NCc2ccc(C(=O)O)cc2)O[C@@H]2O[C@@]3(C)CC[C@H]4[C@H](C)CC[C@@H]1C24OO3,i,i,i,i,i,i,i,-6,i,i,i
C#CCN(C)[C@H](C)Cc1ccccc1,i,i,i,i,i,i,i,-4,i,i,i
N#Cc1cc(F)c(N2CCNCC2)cc1Cl,i,i,i,i,i,i,i,-5,i,i,i
CN1CCN(c2ccc([N+](=O)[O-])c(N)c2)CC1,i,i,i,i,i,i,i,-3,i,i,i
CC1CN2c3ccc([N+](=O)[O-])cc3CC3(C(=O)N(C)C(=O)N(C)C3=O)C2C(C)O1 (centres undefined),i,i,i,i,i,i,i,-8,i,i,i
Fc1ccccc1N1CCN(Cc2ccc3c(c2)OCO3)CC1,x,i,x,i,x,i,i,x,i,x,x
Cn1c(=O)n(C)c2cc([N+](=O)[O-])c(N3CCNCC3)cc21,i,i,i,i,i,i,i,-9,i,i,i
CCN(CC)P(=O)(c1n(CC)cc[n+]1CC)N(CC)CC,i,i,i,i,i,i,i,-8,i,i,i
O=c1[nH]c(=O)n(-c2ccc(F)cc2)c(O)c1/C=C1\C=Nc2ccccc21,i,i,i,i,i,i,i,-8,i,i,9*
CCCCCC(=O)N[C@@H](c1ccccc1)[C@@H](O)C(=O)O[C@H]1C[C@@]2(O)[C@@H](OC(=O)c3ccccc3)C3[C@](C)(C(=O)[C@H](O)C(=C1C)C2(C)C)[C@@H](OC1OCC(O)C(O)C1O)C[C@H]1OC[C@@]31OC(C)=O (some centres undefined),i,i,i,i,i,i,i,-10,i,i,i
O=c1cccc2n1CC1CC2CN(CC(O)CN2CC3CC(C2)c2cccc(=O)n2C3)C1 (centres undefined),i,i,i,i,i,i,i,-3,i,i,i
CC(C(=O)c1cn(C)c2ccccc12)c1ccccc1 (centres undefined),i,i,i,i,i,i,i,-9,i,i,i
COc1ccc(CCNCc2c(OC)ccc3ccccc23)cc1,i,i,i,i,i,i,i,-14,i,i,i
COCCNC(=O)c1ccc(N2CC3CC(C2)c2cccc(=O)n2C3)c([N+](=O)[O-])c1 (centres undefined),i,i,i,i,i,i,i,-12,i,i,i
COc1ccc2c(c1)c(C(=O)CN1CCC3(CC1)OCCO3)c(C)n2Cc1ccccc1,i,i,i,i,i,i,i,-6,i,i,i
CN=C1CN(O)C(c2ccccc2)=c2cc(Cl)ccc2=N1,i,9.6*,i,i,i,i,i,-6,i,i,i
CCC(C)C1N=C(c2ccccc2)c2cc(Cl)ccc2N(CC(=O)NCc2ccco2)C1=O (centres undefined),i,i,i,i,i,i,i,-9,i,i,i
Cc1ccsc1C(=O)C1CCCN(Cc2ccn[nH]2)C1 (centres undefined),i,i,i,i,i,i,i,-7,i,i,i
CCOc1ccc(Cc2c(O)[nH]c(=O)[nH]c2=O)cc1,i,i,i,i,i,i,i,-4,i,i,i
CC(C)(O)[C@H]1O[C@H]2CC[C@@]3(C)[C@@](O)(CC[C@H]4Cc5c([nH]c6ccccc56)[C@@]43C)C2=CC1=O,i,i,i,x,i,i,x,-11,i,i,i
CN1C(=O)C(=Cc2ccc(N3CCCCC3)o2)C(=O)N(C)C1=S,i,i,i,i,i,i,i,-10,i,i,i
Cc1cc(=O)oc2c(C)c(OCC(=O)N3CCN(Cc4ccc5c(c4)OCO5)CC3)ccc12,i,i,i,i,i,i,i,-5,i,i,i
O=C(c1ccc2c(c1)OCO2)N1CCC2(CC1)OCCO2,i,i,i,i,i,i,i,-9,i,i,i
NC(=O)CSc1nnc([C@@H](N)Cc2c[nH]c3ccccc23)o1,i,i,i,i,i,i,i,-19,i,i,i
O=C(C(=O)N1CCOCC1)c1cn(Cc2ccccc2)c2ccccc12,i,i,i,i,i,i,i,-7,i,i,i
Cn1c2ccccc2c2c(C(=O)N3CCC4(CC3)OCCO4)cn(C3CCCC3)c(=O)c21,i,i,i,i,i,i,i,-19,i,i,i
COc1ccc(NC2=NCC(C)S2)cc1 (centres undefined),i,i,i,i,i,i,i,-4,i,i,i
C=C(C)[C@@]12OC3(c4ccccc4)O[C@@H]1C1[C@@H]4O[C@]4(CO)[C@@H](O)[C@]4(O)C(=O)C(C)=C[C@H]4[C@@]1(O3)[C@H](C)[C@H]2OC(=O)/C=C/C=C/c1ccccc1 (some centres undefined),i,i,i,i,-8.6*,i,i,-10,i,i,i
C=CCc1ccc(OC)cc1,x,i,x,i,x,i,i,x,i,x,x
CCN1C[C@@]2(COC)C3[C@@H](OC)[C@H]4[C@@H]1[C@@]3(C1C[C@H]3[C@H](O)C1[C@]4(O)C[C@H]3OC)[C@@H](OC)C[C@H]2O (some centres undefined),i,i,i,i,i,i,i,-3,i,i,i
C/C(=C/C=C/[C@@H](C)C(=O)O)[C@H]1CN[C@H](C(=O)O)[C@H]1CC(=O)O,x,i,x,i,x,i,i,x,i,x,x
CNP1(NC)=NC(C(F)(F)F)=NC(C(F)(F)F)=N1,i,i,i,i,i,i,i,-3,i,i,i
CCCCCn1c(=O)c(C(=O)NCc2ccccc2Cl)c(O)c2ccccc21,i,i,i,i,i,i,i,-10,i,i,i
CCCC(=O)c1ccc(CP(=O)(OCC)OCC)o1,i,i,i,i,i,i,i,-9,i,i,i
CC(C(=O)c1ccc(Cl)cc1Cl)n1cncn1 (centres undefined),i,i,i,i,i,i,i,-4,i,i,i
CCCCCSc1cc(O)c(C(CNC)C(C)C)cc1OC (centres undefined),i,i,i,i,i,i,i,-9,i,i,i
O=C1NC(=O)C(=Cc2ccsc2)C(=O)N1,i,i,i,i,i,i,i,-11,i,i,i
CCCCSP1(=S)NCCCN1,i,i,i,i,i,i,i,-7,i,i,i
O=C(COc1ccc(Cl)cc1)NC1CN2CCC1CC2 (centres undefined),i,i,i,i,i,i,i,-5,i,i,i
CCOP(=S)(OCC)SCOC(=O)NCC(=O)OC,i,i,i,i,i,i,i,-5,i,i,i
Nc1c(C(=O)OCc2ccccc2)c2nc3ccccc3nc2n1Cc1cccs1,i,i,i,i,i,i,i,-18,i,i,i
Cn1c(=O)c2c(nc(N/N=C/c3c(O)n(C4CCCCC4)c(=S)[nH]c3=O)n2C)n(C)c1=O,i,i,i,i,i,i,i,-17,i,i,i
CCC1=C(C)C(N2CCOCC2)=NP(N2CCOCC2)(N2CCOCC2)=N1,i,i,i,i,i,i,i,-10,i,i,i
CCOC(=O)C(O)(c1ccc(N(CC)S(=O)(=O)c2ccccc2)cc1)C(F)(F)F (centres undefined),i,i,i,i,i,i,i,-11,i,i,i
Oc1c(Br)cc(Br)cc1Oc1ccc(Br)cc1Br,i,i,i,x,i,100*,x,-4,i,i,i
CN(C)CC1CSCCC1(O)c1cccc(Cl)c1 (centres undefined),i,i,i,i,i,i,i,-6,i,i,i
COC(=O)C1=C(c2ccccc2)C[C@@H]2CC[C@H]1N2C(=O)NC1CCCCC1,i,i,i,i,i,i,i,-9,i,i,i
Nc1ccc(C2(c3ccc(N)cc3)c3ccccc3-c3ccccc32)cc1,i,i,i,i,i,i,i,0,i,i,i
C=CCC1C(=O)NC(=S)NC1=O,i,i,i,i,i,i,i,-12,i,i,i
O=[N+]([O-])c1cc(-c2ccc([As](=O)(O)O)cc2)ccc1[As](=O)(O)O,i,i,i,x,i,i,x,-6,i,i,i
CN(C)CCCNCC(=O)Nc1ccc(Cl)cc1C(=O)c1ccccc1,i,i,i,i,i,i,i,-17,i,i,i
CC(C)c1cc(Br)c(NC(=O)Nc2cccnc2)c(Br)c1,i,i,i,i,i,i,i,-9,i,i,i
CC1COC2N=C(N[N+](=O)[O-])NC2O1 (centres undefined),i,i,i,i,i,i,i,-8,i,i,i
O=c1cccc2n1CC1CNC[C@H]2C1,x,i,x,i,x,i,i,x,i,x,x

# High-throughput results: PubChem BioAssay, Johns Hopkins Ion Channel Center
